Screens from PubChem BioAssay.
HIV RNase H inh: inhibitors of HIV-1 reverse transcriptase RNase H | P04585 | RT-RNase H RNA/DNA duplex cleavage, fluorescence | inhibition, % at 10 µM | actives 1.9% (n = 65,000) | AID 565; in the data active = inhibition above about 50%
RmlC RmlD mix: RmlC/RmlD inhibition, mixture screen; actives 0.39% (n = 110,000); inhibition, % at 5.5 µM; RmlC/RmlD coupled enzyme inhibition, 384-well mixture HTS; in the data active = inhibition above about 30%, passing the limit was not always enough; also: strong numbers were not always called active
The depositor's hits bear a star; nt = no result given.

Order of values – HIV RNase H inh | RmlC RmlD mix
- O=C(/C=C/c1c(F)cccc1Cl)c1ccc(F)cc1
 : nt | 7.7
- CN1C(=O)CC(N2CCN(CC(N)=O)CC2)C1=O (centres undefined)
 : nt | -1.2
- Cc1c(NCc2nc3ccccc3[nH]2)c(=O)n(-c2ccccc2)n1C
 : -1.1 | 3.5
- CCOc1ccc(N2C(=O)c3cccnc3C2Nc2ccc(C)c(C)c2)cc1 (centres undefined)
 : nt | 7.3
- COc1cc(CNCCc2c[nH]c3ccccc23)ccc1OCc1ccc(F)cc1
 : nt | -3.7
- CCOc1ccc(-c2nc(N)ncc2Oc2ccccc2Br)c(O)c1
 : nt | 4.9
- CN(C)C(=O)Nc1cccc(OC(=O)N(C)C)c1
 : 5.7 | 8.3
- Nc1nc(NCc2ccccc2)nc(-c2ccccc2)n1
 : -26.5 | 4.7
- Cc1c(C(=O)N2CCOCC2)oc2c1C(=O)CC(C)(C)C2
 : -0.3 | -7.3
- CCOc1ccccc1Nc1cc(C)nc2nc(C)nn12
 : -27.3 | 5.5
- O=C(NC1CCCCC1)c1ccc2c(=O)n(CC3CCCO3)c(=O)[nH]c2c1 (centres undefined)
 : -8.7 | 4.7
- CCN1C(=O)N[C@@H](c2cccc(C(F)(F)F)c2)[C@@H](C(=O)OC)[C@H]1C
 : nt | -2.0
- O=C(CCN1C(=O)C2C3C=CC(C4CC34)C2C1=O)Oc1cccc2cccnc12 (centres undefined)
 : nt | 2.0
- COc1ccc(CN2CCN(c3ccccn3)CC2)c(OC)c1
 : 5.0 | -5.5
- Cc1ccc(-c2nnc3ccc(SCC(=O)NCc4ccco4)nn23)cc1
 : -0.2 | -8.1
- CCC(=O)Nc1cccc(C(=O)/C=C/c2ccccc2)c1
 : nt | -9.6
- S=C(NCc1ccccc1)NCc1ccccc1
 : nt | -4.3
- O=S(=O)(c1ccc(Cl)cc1)N1CN2CCN(C2)C1
 : -5.6 | -11.4
- COC(=O)CC1COc2ccccc2N1C(=O)c1ccc(OC)cc1 (centres undefined)
 : nt | 2.1
- Cc1ccnc(N2CCC(C(=O)NNC(=O)c3ccccc3)CC2)n1
 : nt | 9.6
- O=C1CC(c2ccccc2)NC(=O)N1 (centres undefined)
 : -1.0 | -7.5
- CCOc1ccc(C(=O)N2CCN(c3cccc(C)c3C)CC2)cc1
 : -11.1 | 3.2
- O=C(NCCn1cc(SCC(=O)N2CCOCC2)c2ccccc21)c1c(F)cccc1F
 : nt | 7.1
- Nc1ncn(C23CC4CC(CC(C4)C2)C3)n1
 : nt | 7.0
- O=C(CN1CCCCCC1)Nc1ccc(Br)cc1
 : nt | 2.4
- O=C(C1=C[C@@H](C2CC2)C[C@@H](OCCCCO)O1)N1CCOCC1
 : nt | 7.4
- CC1CCN(c2ccc(C(=O)NCCc3ccccc3)cn2)CC1
 : 6.3 | 5.0
- CCC(C)NC(=O)c1cc(C)no1 (centres undefined)
 : nt | -8.8
- CCc1nc(-c2ccc(-c3ccc(OC)cc3)nc2OC)no1
 : -20.1 | -97.9
- CCCCOc1cccc(/C=N/NC(=O)c2csc(C)c2C)c1
 : nt | -15.6
- C=C[C@@]1(C)CC(=O)[C@]2(O)[C@@]3(C)[C@@H](O)CCC(C)(C)[C@@H]3[C@H](OC(C)=O)[C@H](O)[C@@]2(C)O1
 : nt | 5.5
- CCOC(=O)N1CCC(Nc2c(NCCCN(CC)c3cccc(C)c3)c(=O)c2=O)CC1
 : 0.6 | 7.2
- O=c1cc(O)c(-c2ccccc2)c(Cl)[nH]1
 : nt | -12.3
- COC(=O)CSc1nc(-c2ccccc2)cc(-c2ccco2)c1C#N
 : -22.9 | -6.6
- CO[C@H]1O[C@@H]2O[C@@]3(C)CC[C@H]4[C@H](C)CC[C@@H]([C@H]1C)[C@@]24OO3
 : nt | -9.2
- COC(=O)[C@]12OC[C@]34C([C@@H](O)[C@@H]1O)[C@]1(C)CC(=O)C(O)=C(C)[C@@H]1C[C@H]3OC(=O)[C@H](O)[C@@H]24 (some centres undefined)
 : nt | -4.3
- CCCOc1ccccc1NC(=O)c1ccc(N)cc1
 : -18.0 | 11.9
- CN(C)C(CNC(=O)NC1CCCCC1)c1cccnc1 (centres undefined)
 : 4.3 | -8.3
- COc1ccc2c(c1OC)C(=O)OC2Nc1ccccc1S(=O)(=O)C(F)F (centres undefined)
 : 5.0 | 8.2
- C=CCSc1nnc(Cn2c(=O)sc3ccccc32)n1C
 : -10.5 | 6.1
- Cc1nc2nc(-c3cccnc3)[nH]n2c(=O)c1Cc1ccccc1
 : -12.7 | -5.6
- Cc1cc(C)c([N+](=O)[O-])cc1-c1ccc(/C=N/NC(=O)c2nonc2N)o1
 : nt | 15.7
- CCOC(=O)N1CCN(C(=O)c2ccc(N3C(=O)c4ccccc4C3=O)cc2)CC1
 : -9.1 | -12.2
- O=C(NCc1ccccc1)c1csc2c1CCCCC2
 : nt | 7.9
- Cc1ccccc1-c1nnc(-c2ccc(Cl)cc2)o1
 : -0.2 | nt
- Cc1ccc(CN2C(=O)[C@@H]3Cc4c([nH]c5ccccc45)C(C)(C)N3C2=O)cc1
 : nt | -10.0
- Cc1cccc(CS(=O)(=O)Cc2ccc(C(=O)NCc3ccco3)o2)c1
 : -12.6 | nt
- Cc1ccc(SCc2cc(=O)[nH]c(Nc3nc(C)c4cccc(C)c4n3)n2)cc1
 : nt | -26.9
- COc1ccc(/C=N\n2nnc3ccccc32)cc1
 : 3.2 | nt
- O=C(O)CSc1nnc(-c2ccncc2)n1CCc1ccccc1
 : -0.9 | 5.7
- c1ccc2c(c1)oc1c(NCC3CCCO3)ncnc12 (centres undefined)
 : nt | -6.0
- COn1c2c(c3c4nonc4ccc31)CCCC2
 : nt | 1.1
- CCOC(=O)c1cc2c(=O)n(C)c3ccccc3c2s1
 : 7.1 | nt
- O=C(O)C1C2C=CC(O2)C1C(=O)NCc1ccc(Cl)cc1 (centres undefined)
 : 1.4 | 2.9
- Clc1ccc(CO/N=C(\Cn2ccnc2)c2ccc(Cl)cc2Cl)c(Cl)c1
 : nt | -12.5
- CCc1nc2ccc(C(=O)NCc3ccco3)cc2nc1CC
 : -9.3 | 13.5
- O=C1C2CC=CCC2C(=O)N1Cc1ccccc1 (centres undefined)
 : nt | -13.1
- COc1ccc(-c2nnc3ccc(SCC(=O)N4CCCC4)nn23)cc1
 : -9.9 | -5.7
- Cc1ccc(CNC(=O)CCNS(=O)(=O)c2cccc3nonc23)cc1
 : nt | 15.1
- O=c1[nH]c(=O)n(CCc2ccccc2)c(O)c1C=NCCCn1ccnc1
 : 9.9 | 17.4

Remaining list, next part:
Order of values – HIV RNase H inh | RmlC RmlD mix
- O=[N+]([O-])c1cccc(/C=C/c2nc(C=Nc3ccccc3)c(O)o2)c1
 : nt | -13.8
- CCS(=O)(=O)N1CCc2cc(OC)c(OC)cc2C1
 : -5.7 | 8.6
- Cc1cc(C)c(S(=O)(=O)c2ccccc2C)c(N(C)C)n1
 : nt | -8.3
- O=C(O)C1CN2CCC1CC2 (centres undefined)
 : -8.2 | 0.4
- CCN(CC)c1ccc(NC(=O)CN2C(=O)CSc3ncccc32)c(C)c1
 : 1.6 | -5.7
- CCOC(=O)c1ccc(NC(=O)c2nc[nH]c2C(=O)N[C@@H](Cc2ccccc2)C(=O)OC(C)(C)C)cc1
 : nt | -16.0
- c1ccc(CNc2ncnc3ccccc23)cc1
 : -9.2 | -4.5
- Clc1ccc(COn2c(-c3ccc(Cl)cc3Cl)nc3ncccc32)cc1
 : nt | -9.9
- Cc1nn(-c2ccccn2)c(C)c1Oc1ccccc1O
 : 1.4 | 1.5
- O=C(NC1CCCC1)C(c1cccnc1)N(C(=O)c1csnn1)C1CC1 (centres undefined)
 : -1.0 | -16.2
- N#Cc1cccnc1N1CCN(C(=O)c2ccc3c(c2)S(=O)(=O)c2ccccc2C3=O)CC1
 : nt | 7.3
- Cc1ccc(-c2noc(CCC(=O)N3CCN(c4cccc(C(F)(F)F)c4)CC3)n2)cc1
 : -11.7 | -3.1
- FC(F)(F)c1cc(C(F)(F)F)c2ccc(N/N=C/c3cccc(Cl)c3)nc2n1
 : nt | -6.0
- Cc1ccc(Cl)cc1N1CCN(C(=O)C2CCN(c3nnc(-n4cccc4)s3)CC2)CC1
 : 18.4 | 1.2
- Cc1cc(C)n(-c2nc3c(c(=O)n(C)c(=O)n3C)n2Cc2cccc(Br)c2)n1
 : -8.6 | nt
- Cc1[nH]c(=O)[nH]c(=O)c1NC(=O)CSc1ncccc1-c1nc2ccccc2[nH]1
 : -7.9 | -9.4
- O=C1OC(c2ccc3c(c2)OCO3)N(C(=O)c2ccc(Cl)c(Cl)c2)c2ccccc21 (centres undefined)
 : nt | -10.9
- CCOC(=O)c1[nH]c(C)c(C(=O)Nc2ccc(Cl)cc2)c1C
 : 1.1 | 8.7
- c1ccc2nc3ccccc3nc2c1
 : nt | -4.5
- CCOC(=O)C1(C)/C(=N/Nc2ccc(Cl)cc2)C(=O)C(=O)N1c1ccccc1 (centres undefined)
 : nt | 10.3
- COc1ccccc1C1CC(c2cccs2)=Nc2ccccc2S1 (centres undefined)
 : nt | 11.2
- CCOC(=O)N1CCC(NC(=O)c2cn(-c3ccc(OC)cc3)c(=O)c3ccccc23)CC1
 : -2.8 | 0.8
- N/C(=N\OC(=O)CCCN1C(=O)c2ccccc2C1=O)c1ccc(Cl)cc1
 : nt | 3.5
- CCN(Cc1ccccc1)C(c1ccncc1)c1nnnn1C(C)(C)C (centres undefined)
 : -4.3 | 8.1
- Cc1cccc(N2CC3=C(C2=O)C(c2ccccc2)NC(=O)N3C)c1 (centres undefined)
 : -37.5 | 10.2
- NC(=O)C1CC(=O)N(Cc2ccc3c(c2)OCO3)C(=Nc2ccccc2)S1 (centres undefined)
 : -6.9 | 10.6
- CC1(C)CC(=O)C2=C(C1)OC(N)=C(C#N)C21C(=O)N(CN2CCOCC2)c2ccccc21 (centres undefined)
 : 2.7 | 48.3
- CCOc1ccc(NC(=O)CNC(=O)c2ccc(OC)c(OC)c2)cc1
 : -6.7 | -13.8
- CCC(=NCCC1=CCCCC1)c1c(O)[nH]c(=O)[nH]c1=O
 : -17.0 | 4.5
- CCCNC(=O)c1ccccc1NC(=O)CN(c1ccccc1OCC)S(C)(=O)=O
 : -1.0 | 9.4
- COc1cccc(-c2nc(CC(=O)O)cs2)c1OC
 : -9.8 | 13.6
- COC(=O)[C@@]1(Cc2ccc(F)cc2)[C@H]2c3cc(C(=O)N(C)C)n(Cc4ccccn4)c3C[C@H]2CN1C(=O)c1ccccc1
 : nt | -10.8
- Cc1cccc(C)c1NS(=O)(=O)c1ccc(F)cc1
 : -12.5 | 64.1
- COc1cccc(Cn2c(NCc3ccco3)nc3c2c(=O)n(C)c(=O)n3C)c1
 : -2.9 | -10.4
- Nc1cc(=O)nc(SCc2ccccc2)n1Cc1ccco1
 : -80.9 | -8.4
- COc1ccc(CCNC(=O)CSc2nnnn2-c2ccccc2)cc1
 : -11.9 | -9.5
- Cc1ccc(NC(=O)c2ccc(S(=O)(=O)N3CCCCC3)cc2)cc1
 : nt | -4.8
- COc1ccc(CCNc2nc(-c3sc(C)nc3C)cs2)cc1OC
 : nt | -6.6
- COC(=O)c1cccc(NC(=O)/C=C/c2cccc([N+](=O)[O-])c2)c1
 : nt | -7.8
- O=C(CN1C(=O)COc2ccccc21)Nc1ccc(F)cc1
 : 5.1 | -21.6
- CCN(CC)S(=O)(=O)c1cccc(-c2nnc(SCC(=O)NCCC3=CCCCC3)n2N)c1
 : -19.2 | 5.3
- CC(=O)n1nc(-c2ccco2)nc1SCc1ccccc1
 : 12.2 | -13.4
- CCOC(=O)CSc1nnc(C)c(=O)[nH]1
 : -2.3 | 8.9
- CCO/C=C1\C(=O)N(CC)c2ccccc21
 : nt | -9.1
- Cn1c2c(c(=O)[nH]c1=O)C(NC(=O)c1ccco1)(C(F)(F)F)C(=O)N2 (centres undefined)
 : -3.7 | -6.9
- CCC(C)[C@H]1CNC(=O)C(=O)N1CCCc1cc(OC)c(OC)c(OC)c1 (some centres undefined)
 : nt | 7.4
- O=C(CSc1nnnn1C1CCCCC1)NCCc1ccccc1
 : -10.6 | -9.2
- O=C(COc1ccccc1)N1CCN(C/C=C/c2ccccc2)CC1
 : -22.6 | 9.3
- CCC(Oc1ccccc1)C(=O)Nc1cc(C)on1 (centres undefined)
 : -6.2 | 2.6
- COC(=O)C1=C[C@@H](C(=O)OC)[C@@H]2C3=C(C(=O)C2(C)C)[C@H](C)n2c(=O)n(-c4ccccc4)c(=O)n2[C@@H]3C1
 : nt | 5.3
- O=C(Nc1ccccc1)c1ccc2nc(-c3ccco3)c(-c3ccco3)nc2c1
 : 99.8* | -26.0
- CCOC(=O)CSc1nc2ccccc2c(=O)n1-c1ccc(C(=O)NCCOC)cc1
 : nt | -8.6
- O=C(OCC(O)CN1CCCCC1)C12CC3CC(CC(C3)C1)C2 (centres undefined)
 : -6.8 | -16.9
- CCOC(=O)C1CCCN(c2c(NCCCN(CC)c3cccc(C)c3)c(=O)c2=O)C1 (centres undefined)
 : -7.9 | -2.4
- COc1ccc(-c2nc(CS(=O)CC(=O)NCc3ccccn3)c(C)o2)cc1 (centres undefined)
 : 2.7 | nt
- Cc1ccc(-c2nn(CCC#N)cc2C=C(C#N)C#N)cc1
 : nt | -12.1
- CCOc1cc(/C=N/n2cnnc2)c(Br)cc1O
 : -5.8 | 9.6
- Cc1nc2ccc(NC(=O)N3CCCCC3)cc2s1
 : 3.7 | 7.6

The list is partial, so the mix of outcomes need not match the whole.
